KB-V1 cytotox – kills drug-selected multidrug resistant KB-V1 cells; KB-V1 MDR cells viability, CellTiter-Glo, 72 h; actives 3.4% (n = 400,000); Potency, µM (doses to about 46.1 µM), inactives show top-dose activity change, negative = cytotoxicity, usual class: cytotoxic; note: potency is the fitted concentration of half-maximal effect; % is set by controls: 0 for no effect and ±100 for the full control effect; nearly all actives have a fitted effect of over 60% in size
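Cytotoxicity toward P-gp-expressing KB-V1 cells was determined as loss of CellTiter-Glo luminescence after 72 h at 37 degrees C. Compounds were tested in quantitative HTS format across a concentration range, with curves fitted to normalized data.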
HT1080-NT tox – kills 2HG-producing HT-1080-NT fibrosarcoma cells; Potency, µM (titrated, usually from 46.1 µM), without a hit: at the top dose activity, negative = less viability, actives largely listed as cytotoxic; actives 1.6% (n = 360,000); HT-1080-NT fibrosarcoma viability, CellTiter-Glo ATP luminescence, 48 h;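 note: NT is the 2HG producing partner of a matched IDH1 knockdown line; potency is the fitted concentration of half-maximal effect; 0% = DMSO-treated cells and -100% = media-only wells without cells; nearly all actives have a fitted effect of over 55% in size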
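HT-1080-NT fibrosarcoma cells (2HG-overproducing), 750 cells/well in RPMI with 5% FBS, dosed after 2 h and incubated 48 h at 37C. CellTiter-Glo luminescence normalized to DMSO and no-cell wells; concentration-response curves fitted and classed.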
IL1B secr inh – blocks inflammasome-driven IL-1 beta release; THP-1 LPS/ATP IL-1B secretion, AlphaLISA, 16 h; stronger effect = lower value; activity change, % at 57.5 µM; actives 4.7% (n = 360,000); AID 743279; in the data active = activity change below about -50%; inconclusive = mostly about -30% to -49%; note: % is set by controls: 0 for no effect and ±100 for the full control effect
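THP-1 cells pretreated 1 hr with compounds (up to 57.5 uM final), then stimulated with LPS (250 ng/mL final) plus ATP (1.25 mM final); secreted IL-1B measured by AlphaLISA after 16 hr, decreased signal indicating inhibition.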
HT1080 IDH1KD tx – kills HT-1080 cells with IDH1 knockdown; actives 2% (n = 360,000); Potency, µM (doses to about 46.1 µM), inactives show at the top dose activity, negative = toxicity, actives largely listed as cytotoxic; HT-1080 IDH1 knockdown viability, ATP luminescence, 48 h;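 note: potency is the fitted concentration of half-maximal effect; 0% = DMSO wells and -100% = cell-free medium wells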
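Luminescent ATP read-out (CellTiter-Glo, 10 min at room temperature) after 48 h compound exposure at 37 °C gave viability of IDH1-knockdown HT-1080 cells. Activity was normalised to DMSO and cell-free wells, then fitted as concentration-response curves.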
D3 antag – blocks the human D3 dopamine receptor | P35462 | D3R cells, DiscoveRx beta-arrestin luminescence, antagonist mode; stronger effect = lower value | max response, negative = inhibition, % | actives 2.5% (n = 360,000) | AID 652054; in the data active = max response below about -50%; inconclusive = no clear call, values can overlap the other calls; note: % is set by controls: 0 for no effect and ±100 for the full control effect; mostly tested at two doses, the higher about 12 µM
Target sequence (P35462 whole entry, looked up): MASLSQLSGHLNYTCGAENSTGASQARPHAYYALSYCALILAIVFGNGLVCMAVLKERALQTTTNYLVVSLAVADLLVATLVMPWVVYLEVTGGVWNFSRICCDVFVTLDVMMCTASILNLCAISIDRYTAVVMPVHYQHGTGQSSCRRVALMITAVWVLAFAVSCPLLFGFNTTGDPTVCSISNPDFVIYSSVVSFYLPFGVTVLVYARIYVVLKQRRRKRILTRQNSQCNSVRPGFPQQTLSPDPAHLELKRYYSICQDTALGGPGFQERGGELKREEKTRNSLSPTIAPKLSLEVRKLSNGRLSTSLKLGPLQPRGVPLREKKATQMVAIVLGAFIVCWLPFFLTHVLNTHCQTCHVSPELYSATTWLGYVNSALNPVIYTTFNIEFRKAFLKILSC
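Cells plated overnight at 1500 cells/well, then exposed to library compounds with dopamine controls for 90 minutes at 37 degrees C. DiscoveRx reagent added for 30–60 minutes at room temperature; luminescence read, quantitative HTS format.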
D3 ag – agonists of human D3 dopamine receptor; AID 652048; max activation, %; D3R DiscoveRx beta-arrestin cells, luminescence, 90 min; P35462; actives 0.58% (n = 410,000); in the data active = max activation above about 30%; note: 0% is about no effect; mostly tested at two doses, the higher about 12 µM
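Agonist mode: compounds and dopamine controls were applied to plated cells for 90 min at 37 degrees C after an overnight attachment at 1500 cells/well. Luminescent read-out followed 30 - 60 minutes at room temperature with DiscoveRx detection reagent.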
KB-3-1 tox – KB-3-1 parental cell cytotoxicity | actives 1.4% (n = 400,000) | AID 1347075 | Potency, µM (highest dose often 46.1 µM), for inactives: at the highest dose activity change, negative = cytotoxic, usual class: cytotoxic | KB-3-1 viability, CellTiter-Glo ATP luminescence, 72 h; note: potency is the fitted concentration of half-maximal effect; % is set by controls: 0 for no effect and ±100 for the full control effect; nearly all actives have a fitted effect of over 60% in size
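Cells are dispensed, compounds pinned in, plates held at 37 °C for 72 h, then CellTiter-Glo is added and luminescence read after 10 minutes. Cell line: parental KB-3-1 in phenol-red-free DMEM, 10% FBS.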
SW480 rerep – DNA re-replication induction in SW480 cells. actives 1.8% (n = 340,000). SW480 DNA re-replication, Hoechst DNA content imaging, 48 h. Potency, µM (highest dose often 46.1 µM), for the others: at the top dose re-replication activation, hits mostly activators; note: potency is the fitted concentration of half-maximal effect; % of control where 0% means no effect; nearly all actives have a fitted effect of over 55% in size
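DNA re-replication was detected as more nuclei of elevated Hoechst intensity after 48 hr exposure to compound (23 nL pinned per well of 250 cells).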
GLP-1R agonist – agonists of human GLP-1 receptor. P43220. HEK293 GLP-1R CRE-luciferase, luminescence, 4-6 h; cells express a hypersensitive GLP-1R form. Potency, µM (highest dose often 45.6 µM), for inactives: top-dose activation, usual class: activators. actives 0.007% (n = 380,000). AID 624172; note: potency is the fitted concentration of half-maximal effect; % of control where 0% means no effect
Target sequence (P43220 whole entry, looked up): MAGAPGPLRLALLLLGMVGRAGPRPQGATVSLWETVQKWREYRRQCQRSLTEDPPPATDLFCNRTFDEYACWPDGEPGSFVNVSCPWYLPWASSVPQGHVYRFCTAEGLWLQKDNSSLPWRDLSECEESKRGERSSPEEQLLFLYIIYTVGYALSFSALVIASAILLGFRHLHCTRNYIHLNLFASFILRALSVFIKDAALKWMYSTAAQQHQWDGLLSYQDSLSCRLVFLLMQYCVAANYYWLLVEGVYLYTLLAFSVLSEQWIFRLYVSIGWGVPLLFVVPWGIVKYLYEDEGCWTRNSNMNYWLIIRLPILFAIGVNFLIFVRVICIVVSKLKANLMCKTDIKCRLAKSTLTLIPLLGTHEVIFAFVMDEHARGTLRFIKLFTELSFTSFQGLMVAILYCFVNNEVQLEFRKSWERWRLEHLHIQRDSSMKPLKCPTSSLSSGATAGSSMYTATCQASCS
* = called active by the depositor; [ ] = another dose, or the depositor's remark. Unless noted, calls come from the whole dose curve; as a rule, active = well fitted curve in the direction sought with a large enough effect; inconclusive = small, poorly fitted or top-dose-only effect, or another doubt; inactive = no such curve, though single readings can be large; an effect the other way counts as inactive or inconclusive.

How did Cc1ccc(Cl)cc1NC(=O)Cn1c(=O)c2ccccc2n2nncc12 do in these assays?
KB-V1 cytotox: inconclusive; D3 ag: -5; KB-3-1 tox: 6%; GLP-1R agonist: -1%

How did C[C@]12CC(O)C3C(CCC4=CC(=O)CC[C@@]43C)C1CCC2c1csc(-c2ccccc2)n1 (some centres not stated) do in these assays?
KB-V1 cytotox: -13%; HT1080-NT tox: 4%; IL1B secr inh: 15; HT1080 IDH1KD tx: 5%; D3 antag: 10; D3 ag: 3; KB-3-1 tox: -8%; SW480 rerep: 0%; GLP-1R agonist: 21%

How did CC1CC(C)(C)CC(=O)C1C(=O)c1ccccc1 (configuration not stated) do in these assays?
KB-V1 cytotox: 18%; HT1080-NT tox: 15%; IL1B secr inh: 39; HT1080 IDH1KD tx: 21%; D3 antag: -11; D3 ag: 6; KB-3-1 tox: 1%; SW480 rerep: -33%[inhibitor][9.22 µM]; GLP-1R agonist: -2%

Results for Cc1nc(NC(=O)c2cc3ccccc3o2)ccc1Br ?
KB-V1 cytotox: -3%; HT1080-NT tox: 2%; IL1B secr inh: 0; HT1080 IDH1KD tx: 18%; D3 antag: 7; D3 ag: -2; KB-3-1 tox: -3%; SW480 rerep: 15%; GLP-1R agonist: 9%

Results for O=C(COc1ccc(F)cc1Br)NCC1COc2ccccc2O1 (configuration not stated) ?
KB-V1 cytotox: -5%; HT1080-NT tox: 5%; IL1B secr inh: 0; HT1080 IDH1KD tx: 17%; D3 antag: 1; D3 ag: 0; KB-3-1 tox: 8%; SW480 rerep: -4%; GLP-1R agonist: inconclusive

How did CC(OC(=O)Cc1n[nH]c(=O)c2ccccc12)C(=O)Nc1ccc(F)cc1Cl (configuration not stated) do in these assays?
KB-V1 cytotox: -7%; HT1080-NT tox: 0%; IL1B secr inh: 1; HT1080 IDH1KD tx: -3%; D3 antag: 18; D3 ag: 4; KB-3-1 tox: 0%; SW480 rerep: -4%; GLP-1R agonist: 11%

Results for Nc1nc(SCC(=O)c2ccc(Cl)cc2)c2ncn(C3OC(CO)C(O)C3O)c2n1 (configuration not stated) ?
KB-V1 cytotox: inconclusive; HT1080-NT tox: 3%; IL1B secr inh: 10; HT1080 IDH1KD tx: 3%; D3 antag: -13; D3 ag: 1; KB-3-1 tox: inconclusive; SW480 rerep: -1%; GLP-1R agonist: -3%

What do the screens show for `COC(=O)c1ccc(OCC(O)CN2C(=O)c3ccccc3S2(=O)=O)cc1` (configuration not stated)?
KB-V1 cytotox: inconclusive; HT1080-NT tox: -2%; IL1B secr inh: inconclusive; HT1080 IDH1KD tx: -15%; D3 antag: -9; D3 ag: 5; KB-3-1 tox: 2%; SW480 rerep: -6%; GLP-1R agonist: 10%

Results for COc1ccc(C2CC(c3ccc(Cl)cc3)=NN2C(=O)c2cccc([N+](=O)[O-])c2)cc1 (configuration not stated) ?
KB-V1 cytotox: inconclusive; HT1080-NT tox: -1%; IL1B secr inh: inconclusive; HT1080 IDH1KD tx: -1%; D3 antag: -22; D3 ag: -6; KB-3-1 tox: inconclusive; SW480 rerep: -1%; GLP-1R agonist: -8%

How did Cc1cn(CC(=O)NCc2ccc3c(c2)OCO3)c(=O)[nH]c1=O do in these assays?
KB-V1 cytotox: 0%; HT1080-NT tox: 0%; IL1B secr inh: -7; HT1080 IDH1KD tx: 0%; D3 antag: 0; D3 ag: -17; KB-3-1 tox: 0%; SW480 rerep: 2%; GLP-1R agonist: 4%

What do the screens show for `O=[N+]([O-])c1ccc(Nc2nc(NC3CCCCC3)nc(N3CCCC3)n2)cc1`?
KB-V1 cytotox: -23%; HT1080-NT tox: 7%; IL1B secr inh: -24; HT1080 IDH1KD tx: 17%; D3 antag: -1; D3 ag: 17; KB-3-1 tox: inconclusive; SW480 rerep: inconclusive; GLP-1R agonist: 9%

Results for Cc1cccc(N2CCN(C(=O)CN3C(=O)COc4ccc(S(=O)(=O)N5CCCC5)cc43)CC2)c1C ?
KB-V1 cytotox: -22%; D3 ag: -4; KB-3-1 tox: 10%; GLP-1R agonist: -6%

Arranged by formula weight (falling): three of the compounds above
Results for O=C(COc1ccc(F)cc1Br)NCC1COc2ccccc2O1 (configuration not stated) ?
KB-V1 cytotox: -5%; HT1080-NT tox: 5%; IL1B secr inh: 0; HT1080 IDH1KD tx: 17%; D3 antag: 1; D3 ag: 0; KB-3-1 tox: 8%; SW480 rerep: -4%; GLP-1R agonist: inconclusive

How did Cc1cn(CC(=O)NCc2ccc3c(c2)OCO3)c(=O)[nH]c1=O do in these assays?
KB-V1 cytotox: 0%; HT1080-NT tox: 0%; IL1B secr inh: -7; HT1080 IDH1KD tx: 0%; D3 antag: 0; D3 ag: -17; KB-3-1 tox: 0%; SW480 rerep: 2%; GLP-1R agonist: 4%

How did CC1CC(C)(C)CC(=O)C1C(=O)c1ccccc1 (configuration not stated) do in these assays?
KB-V1 cytotox: 18%; HT1080-NT tox: 15%; IL1B secr inh: 39; HT1080 IDH1KD tx: 21%; D3 antag: -11; D3 ag: 6; KB-3-1 tox: 1%; SW480 rerep: -33%[inhibitor][9.22 µM]; GLP-1R agonist: -2%

(further entries)
Results for COc1ccc(C2=NN(c3nc(C(=O)O)cs3)C(O)(C(F)(F)F)C2)c(OC)c1 (configuration not stated) ?
KB-V1 cytotox: -5%; HT1080-NT tox: -13%; IL1B secr inh: 39; HT1080 IDH1KD tx: -11%; D3 antag: 3; D3 ag: -5; KB-3-1 tox: 12%; SW480 rerep: -122%[inhibitor]; GLP-1R agonist: 9%

What do the screens show for `CC1(C)CC(/C=C/c2ccccc2)=Nc2ccccc2N1`?
KB-V1 cytotox: -14%; HT1080-NT tox: -26%; IL1B secr inh: -62*; HT1080 IDH1KD tx: -12%; D3 antag: -21; D3 ag: -5; KB-3-1 tox: inconclusive; SW480 rerep: inconclusive; GLP-1R agonist: -2%

Results for CC(=O)c1cccc(-n2c(=O)c3c4c(sc3n(CC(=O)c3ccc(Cl)cc3)c2=O)CN(C(C)=O)CC4)c1 ?
KB-V1 cytotox: inconclusive; D3 ag: -7; KB-3-1 tox: 7%; GLP-1R agonist: -1%

How did CCOc1ccc(C(=O)C(C)OC(=O)CN2C(=O)NC(C)(C)C2=O)cc1 (configuration not stated) do in these assays?
KB-V1 cytotox: 0%; HT1080-NT tox: 3%; IL1B secr inh: 22; HT1080 IDH1KD tx: 0%; D3 antag: 1; D3 ag: 13; KB-3-1 tox: 8%; SW480 rerep: -6%; GLP-1R agonist: 1%

Results for Cc1cc(C)c(N2C(=O)CC(Sc3ccccc3N)C2=O)c(C)c1 (configuration not stated) ?
KB-V1 cytotox: inconclusive; HT1080-NT tox: inconclusive; IL1B secr inh: 33; HT1080 IDH1KD tx: inconclusive; D3 antag: inconclusive; D3 ag: -5; KB-3-1 tox: inconclusive; GLP-1R agonist: -3%

How did O=C(Nc1nc(-c2ccc(Br)cc2)cs1)c1cccnc1 do in these assays?
KB-V1 cytotox: -2%; HT1080-NT tox: 11%; IL1B secr inh: -16; HT1080 IDH1KD tx: -12%; D3 antag: 6; D3 ag: 4; KB-3-1 tox: -1%; SW480 rerep: 0%; GLP-1R agonist: 4%

What do the screens show for `O=C1N(CN2C(=O)C3(OCCO3)c3ccccc32)c2ccccc2C12OCCO2`?
KB-V1 cytotox: -4%; HT1080-NT tox: -1%; IL1B secr inh: -3; HT1080 IDH1KD tx: -1%; D3 antag: -22; D3 ag: -5; KB-3-1 tox: 0%; SW480 rerep: 12%; GLP-1R agonist: 5%

Results for CN(C)S(=O)(=O)N(CC(=O)NCc1ccccc1)c1ccccc1 ?
KB-V1 cytotox: -24%; HT1080-NT tox: -3%; IL1B secr inh: 0; HT1080 IDH1KD tx: 6%; D3 antag: -21; D3 ag: -18; KB-3-1 tox: -21%; SW480 rerep: 1%; GLP-1R agonist: -10%

Results for O=C(CSc1nc(O)cc(=O)[nH]1)N1CCCc2ccccc21 ?
KB-V1 cytotox: inconclusive; HT1080-NT tox: -4%; IL1B secr inh: -1; HT1080 IDH1KD tx: -2%; D3 antag: 0; D3 ag: 1; KB-3-1 tox: 1%; SW480 rerep: 1%; GLP-1R agonist: 2%

How did CN(C)CCn1c2c(c(SCC(=O)Nc3nccs3)nc1=O)CCCC2 do in these assays?
KB-V1 cytotox: 13%; HT1080-NT tox: 8%; IL1B secr inh: -4; HT1080 IDH1KD tx: 1%; D3 antag: -16; D3 ag: 4; KB-3-1 tox: -6%; SW480 rerep: -11%; GLP-1R agonist: 1%

What do the screens show for `COc1ccc(N(CC(=O)Nc2cccc(SC)c2)S(C)(=O)=O)cc1Cl`?
KB-V1 cytotox: -21%; HT1080-NT tox: -5%; IL1B secr inh: 0; HT1080 IDH1KD tx: -27%; D3 antag: -1; D3 ag: 8; KB-3-1 tox: 14%; SW480 rerep: 1%; GLP-1R agonist: 4%

Results for COC(=O)CCC(=O)Nc1ccc(S(=O)(=O)N2CCc3ccccc32)cc1 ?
KB-V1 cytotox: 0%; HT1080-NT tox: 8%; IL1B secr inh: 15; HT1080 IDH1KD tx: -1%; D3 antag: -9; D3 ag: -6; KB-3-1 tox: 12%; SW480 rerep: -5%; GLP-1R agonist: -4%

How did Oc1cc(NCc2ccc(Cl)cc2)cc2cccnc12 do in these assays?
KB-V1 cytotox: 0%; KB-3-1 tox: 16µM*; SW480 rerep: 13%; GLP-1R agonist: -4%

What do the screens show for `COc1ccccc1S(=O)Cc1ccc(C(=O)NC2CCCC2)o1` (configuration not stated)?
KB-V1 cytotox: -5%; HT1080-NT tox: 0%; IL1B secr inh: -9; HT1080 IDH1KD tx: 9%; D3 antag: -10; D3 ag: -2; KB-3-1 tox: -3%; SW480 rerep: 2%; GLP-1R agonist: -8%

What do the screens show for `CC(=O)Nc1ccc(S(=O)(=O)N2CCSc3ccccc32)cc1`?
KB-V1 cytotox: 0%; HT1080-NT tox: 21µM*; IL1B secr inh: 25; HT1080 IDH1KD tx: 13µM*; D3 antag: 13; D3 ag: -9; KB-3-1 tox: 5.8µM*; SW480 rerep: 3.7µM*; GLP-1R agonist: 8%

Source: PubChem BioAssay (National Center for Advancing Translational Sciences (NCATS))

Rows are unselected. Share with any hit: about 12%.
